# High-throughput results as filed in PubChem BioAssay.
# ARNT-TACC3 inh = disrupts binding between human ARNT and TACC3. AlphaScreen His-ARNT PAS-B/GST-TACC3 binding, luminescence; TACC3 fragment carries E629A point mutation. inhibition, % at 9.99 µM. hit rate 0.66% among 390,000;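 active = mean inhibition of replicates at least 50% and at least half of replicates each reaching 50%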;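 also: 0% = complete ARNT plus TACC3 wells and 100% = ARNT alone without TACC3; many hits fall short of the cut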
# GSIS activator = GLuc luminescence reporter in INS-1E cells, primary screen for activators of glucose-dependent secretion of insulin. activation, % at 16.6 µM. AID 743287. hit rate 0.61% among 370,000. INS-1E GLuc reporter insulin secretion, 2-3 h;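 active = lowest replicate activation of at least 40%, so every replicate reaches that level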;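 also: 0% = median of neutral control wells and 100% = median of IBMX positive control wells; some compounds called inactive have numbers as strong as hits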
# Active calls of the source: *; & = joins results of further samples.
SMILES	ARNT-TACC3 inh	GSIS activator
CCN(CC)c1ccc(C2=NNC(=O)CC2C)cc1[N+](=O)[O-] (stereo not drawn)	-7	37
CC(/C=N/NC(=O)c1cccc([N+](=O)[O-])c1)=C\c1ccccc1	2	49*
CCc1nc(SCC(=O)Nc2ccc3c(c2)OCCO3)c2oc3ccccc3c2n1	19	0
CC(C)Cn1c(CN2C(=O)c3ccccc3C2=O)nc2ccccc2c1=O	9	25
COc1ccccc1N1CCN(C(=O)CSc2nnc(-c3ccoc3C)o2)CC1	23	-2
CCOc1cnc(-c2ccc(Cl)cc2)o1	-8	3
Cc1csc(NC(=O)CSc2nnc3ncccn23)n1	-11	10
CCOC(=O)N1CCN(c2cc(N3CCN(CC)CC3)c(F)cc2[N+](=O)[O-])CC1C (stereo not drawn)	10	-11
COc1cc(C(=O)Nc2ccc([N+](=O)[O-])cn2)cc(OC)c1OC	-28	8
C/C(=N\O)C(=O)NCc1ccncc1	-2	25
COc1ccc2c(c1)CCc1c(C(=O)Nc3c(C)n(C)n(-c4ccccc4)c3=O)noc1-2	-8	-14
CCc1cc2c(=O)c(-c3cscn3)coc2c(CN(C)C)c1O	3	-16
CCN(CC)c1ccc(NC(=O)CN2CCN(c3nc(C)cc(C)n3)CC2)cc1	-5	-11
Cc1cccc(NC(=O)c2cc3n(n2)C(C(F)(F)F)CC(C2CC2)N3)c1C (stereo not drawn)	-1	27
O=C(O)c1ccccc1OCCOCCOc1ccccc1C(=O)O	-2	4
Cc1ncsc1C(=O)Nc1nc2c(s1)CC(C)CC2 (stereo not drawn)	12	25
O=C(N/N=C/c1ccc(Cl)cc1Cl)Nc1ccccc1	-10	42*
CCn1cc([N+](=O)[O-])c(C(=O)Nc2ccn(Cc3ccccc3F)n2)n1	-14	-4
CCC1CCCCN1C(=O)N[C@@H](Cc1ccccc1)C(=O)O (stereo partly drawn)	-21	4
O=c1c(Cc2ccc(Cl)cc2)c(O)ccn1Cc1ccccc1	1	6
O=C1CC(N2CCN(c3ccccc3Cl)CC2)C(=O)N1c1ccc(F)cc1 (stereo not drawn)	-7	-3
Cc1nc(C)c(C(=O)Nc2cccc(Cl)c2)o1	-5	2
CN(c1ccc(C(=O)N2CCN(c3ccc(F)cc3)CC2)cc1)S(C)(=O)=O	3	8
COc1ccccc1-c1cc(C(=O)Nc2cc(C)n(Cc3ccc(Cl)cc3)n2)no1	-8	28
O=C(O/N=C1/CCCc2occc21)c1ccccc1	-2	21
COc1cccc(S(=O)(=O)NCc2ccc(C(=O)NCc3ccco3)cc2)c1	3	-5
O=C(Nc1nncs1)C1c2ccccc2Oc2ccccc21	-7	-23
O=C(NCCC1=CCCCC1)c1ccc2c(c1)N(Cc1ccccc1)C(=O)CS2	-2	-9
Cc1nn(C)c(C(=O)Nc2ccn(Cc3c(F)c(F)cc(F)c3F)n2)c1[N+](=O)[O-]	3	-2
CN(C)c1ccc(/C=C/C(=O)c2cccc(Br)c2)cc1	-23	-23

# An excerpt of these results, with the structure last.
ARNT-TACC3 inh	GSIS activator	smiles
-2	4	O=C(O)c1ccccc1OCCOCCOc1ccccc1C(=O)O
12	25	Cc1ncsc1C(=O)Nc1nc2c(s1)CC(C)CC2 (stereo not drawn)
-10	42*	O=C(N/N=C/c1ccc(Cl)cc1Cl)Nc1ccccc1
-14	-4	CCn1cc([N+](=O)[O-])c(C(=O)Nc2ccn(Cc3ccccc3F)n2)n1
-21	4	CCC1CCCCN1C(=O)N[C@@H](Cc1ccccc1)C(=O)O (stereo partly drawn)

# The list goes on.
SMILES	ARNT-TACC3 inh	GSIS activator
Cc1nn(Cc2ccc(C(=O)NC(C)(C)C)o2)c(C)c1Br	-5	-20
C=CCSC1=NC(=O)/C(=C/c2cccs2)S1	2	-34
CNC(=O)c1ccc(-c2ccccc2)s1	-3	2
Cc1ccc(-n2nnnc2SCC(=O)c2c(N)n(CC(C)C)c(=O)n(C)c2=O)cc1	-36	-8
Cc1cc(C(=O)N2CCN(c3ncccn3)CC2)c(C)o1	-5	8
COc1ccc(C(C)(C)C)cc1NC(=S)NCCN1CCOCC1	0	-6
CSc1nc2c(c(=O)[nH]c(=O)n2C)n1C/C=C(\C)Cl	7	30
O=S(=O)(N/N=C\C=C\c1ccccc1)c1ccc(Cl)cc1	-3	0
COC(=O)c1sc2ccccc2c1C(=O)OC	-1	26
C=CCN1C(=O)CSC1=Nc1ccc(O)cc1	-8	-9
OC(c1ccccn1)c1c[nH]c2ccccc12 (stereo not drawn)	11	-19
CCOc1ccc(Cc2nnc(SCC(N)=O)n2C)cc1	1	4
CCOc1cccc2cc(C(=O)Nc3cc(C)on3)c(=O)oc12	1	45*
Cc1cccc(C)c1OCCCN1CCCC1	5	15
CCN(CC)S(=O)(=O)c1cccc(NC(=O)COc2ccc(C#N)cc2OC)c1	0	-4
CCOC(=O)C(C)Oc1ccc2c(CC)cc(=O)oc2c1C (stereo not drawn)	-3	11
COc1ccc(CC(NC(C)=O)C(=O)NC2CCN(S(=O)(=O)c3ccccc3)CC2)cc1OC (stereo not drawn)	6	9
O=C(OCC(F)(F)C(F)F)c1ccccc1C(=O)Oc1ccc(F)cc1F	-9	-20
Cc1ccc(Nc2nc(N)c([N+](=O)[O-])c(NCc3ccco3)n2)cc1C	1	13
CCOc1ccc(-c2[nH]ncc2Oc2cccc(OC)c2)c(O)c1	2	4
COc1ccc(N(CC(=O)NC2CCCC2)C(=O)Cn2nnc(-c3ccc(C)cc3)n2)cc1	2	-20
Cc1cc(C)n2cc(CSc3nc4ccccc4s3)nc2n1	0	-8
Cc1nn(C)cc1/C=N/NC(=O)C(C)(C)Oc1ccc(Cl)cc1	1	4
COC(=O)Cn1cc(C#N)c2ccccc21	-3	70*
O=C(Cn1cnc([N+](=O)[O-])n1)N/N=C/c1ccccc1O	75*	14
CCCC(c1nnnn1C1CCCC1)N1CCN(C(=O)c2ccco2)CC1 (stereo not drawn)	-6	19
CCS(=O)(=O)N1CCC(C(=O)NCCCOC)CC1	-11	0
COc1ccccc1C(=O)N1CCN(c2cccc(Cl)c2)CC1	1	-16
Cc1nnc(N2C(=O)c3cccc4cccc(c34)C2=O)s1	2	18
CC(=O)Nc1ccc(S(=O)(=O)N2CCC(c3nc4ccc(C)cc4[nH]3)CC2)cc1	-1	-17

# 4 successive compounds already listed, for reference:
SMILES	ARNT-TACC3 inh	GSIS activator
CCS(=O)(=O)N1CCC(C(=O)NCCCOC)CC1	-11	0
COc1ccccc1C(=O)N1CCN(c2cccc(Cl)c2)CC1	1	-16
Cc1nnc(N2C(=O)c3cccc4cccc(c34)C2=O)s1	2	18
CC(=O)Nc1ccc(S(=O)(=O)N2CCC(c3nc4ccc(C)cc4[nH]3)CC2)cc1	-1	-17

# Remaining list, next part:
# Each structure is followed by: ARNT-TACC3 inh, GSIS activator
COc1ccccc1NC(=O)CC1C(=O)NCCN1C(=O)Nc1ccccc1 (stereo not drawn)
    -6, 4
COc1cc(/C=C/C(=O)N2c3ccccc3Sc3ccc(C(F)(F)F)cc32)cc(OC)c1OC
    -2, -32
CC(NC(=O)CSc1nc2ccccc2c(=O)[nH]1)c1ccccc1 (stereo not drawn)
    -3, -7
CCOC(=O)C1=C(CSc2nc(-c3ccccc3)ccc2C#N)OC(N)=C(C#N)C1c1cccnc1 (stereo not drawn)
    2, 9
Cc1noc(C)c1C(=O)N1CCN(CCc2ccccc2)CC1
    5, 8
Cc1ccc(NS(=O)(=O)c2ccc(OCC(=O)Nc3cccc([N+](=O)[O-])c3)c(C)c2)cc1
    -2, -34
O=C(O/N=C1/CCSc2ccccc21)c1ccccc1
    -4, -13
O=C(NCc1ccc(Cl)cc1)c1noc2c1CCCC2
    -39, -9
CNS(=O)(=O)c1cccc(C(=O)OCc2csc(-c3ccccc3)n2)c1
    0, 2
Cc1cc(NCc2ccccc2Cl)n2nnnc2n1
    -6, 1
Cc1cc(NC(=O)CSc2ccc3nnc(-c4ccc(Cl)cc4)n3n2)no1
    3, 19
CC1(C)CC(=O)C(C=NCCCN2CCCC2=O)=C(O)C1
    -9, 8
C=CCOCC(O)CS(=O)(=O)Cc1ccc(Cl)cc1 (stereo not drawn)
    -5, 11
O=C(O)CCCCCN=C1CCc2ccccc2N1
    3&-12, 12
O=[N+]([O-])/C(=C\Nc1ccccc1)S(=O)(=O)c1ccccc1
    -4, 52*
Cc1nc(NCCc2ccc(S(N)(=O)=O)cc2)c2c3c(sc2n1)CCC3
    -1, 9
Cc1noc(C)c1C(=O)N1CCN(C(=O)c2sc3cc(Cl)ccc3c2Cl)CC1
    2, -5
CC(C)=CC(=O)N1CCCc2ccccc21
    -3, 3
C/C(=N\N=C\c1ccccc1)c1nnn(-c2nonc2N)c1C
    -7, 18
CN1CCN(C(=O)c2cc3nc(-c4ccccc4)cc(-c4ccccc4)n3n2)CC1
    -13, 14
CN(C)C(=O)CCCc1nc(-c2ccc(Cl)cc2)no1
    5, -3
Cc1ccc(CO/N=C/C2=C(Cl)c3ccccc3CC2)cc1
    15, 4
N#CC1=C(N)C(C#N)(C#N)[C@H](c2ccsc2)[C@H]2COCC=C12
    0, 9
Cc1ccccc1NC(=O)c1onc2c1CCCC2
    -4, 2
O=C1c2ccccc2-c2onc3ccc(Oc4ccccc4)c1c23
    -5, -17
COc1ccc(CCNC(=O)CSCc2n[nH]c(=O)[nH]2)cc1OC
    2, 17
Cc1cc(C)cc(OCc2ccc(C(=O)N3N=C(C(F)F)CC3(O)C(F)F)o2)c1 (stereo not drawn)
    6, -22
O=C(Nc1ccccc1)c1ccc(S(=O)(=O)N(CCO)CCO)cc1
    3, 16
Cc1cccc(NC(=O)CSc2nnc(NC(=O)CN3CCOCC3)s2)c1
    -2, 13
COc1ccccc1C(=O)n1nc(-c2ccccc2)nc1NCc1ccco1
    -1, -18
Cn1c(SCC(=O)C(C)(C)C)nnc1-c1ccncc1
    -3, -6
O=C(O)c1cccc(NC(=O)C2C3C=CC(C3)C2C(=O)O)c1 (stereo not drawn)
    -8, 4
O=C(CSc1nnc2c(n1)[nH]c1ccccc12)Nc1ccc2c(c1)OCO2
    3, -7
CC1(c2ccc3c(c2)OCO3)NC(=O)N(CC(=O)NCCC2=CCCCC2)C1=O (stereo not drawn)
    -8, -8
COC(=O)c1ccccc1NC(=O)C1CCN(S(C)(=O)=O)CC1
    22, 29
S=C1N(c2ccccc2)C(c2cccc3ccccc23)N2CCCN12 (stereo not drawn)
    -2, -33
O=C(Nc1ccc2c(c1)OCCO2)c1cc(-n2cnnc2)ccc1Cl
    -1, -8
O=C(CN1CCN(c2ccccc2Cl)CC1)NC1CCCc2ccccc21 (stereo not drawn)
    -4, 6
O=C(C1=C(O)C(=O)N(CCN2CCOCC2)C1c1cccnc1)c1cc2ccccc2o1 (stereo not drawn)
    1, 4
O=C(CN1CCC(c2nc3ccccc3s2)CC1)NCc1cccs1
    22, 0

# Some of the entries above, reformatted.
ARNT-TACC3 inh | GSIS activator | Molecule
3&-12 | 12 | O=C(O)CCCCCN=C1CCc2ccccc2N1
-4 | 52* | O=[N+]([O-])/C(=C\Nc1ccccc1)S(=O)(=O)c1ccccc1

# The results go on.
# Each structure is followed by: ARNT-TACC3 inh, GSIS activator
COC(=O)c1ccc2c(c1)C(C)(C)C(/C=C/c1ccc(O)cc1)=[N+]2C
    -2, -36
C/C(NCc1ccccc1)=C(\C#N)C(=O)NCc1ccccc1
    -5, -6
CCc1ccccc1NC(=O)N[C@H](C(=O)O)C(C)CC (stereo partly drawn)
    -44, 10
N#Cc1nc(-c2ccccc2F)oc1NCCc1ccccn1
    -4, 13
CCN(CCCNC(=O)c1c(C)cc(=O)oc1C)c1ccccc1
    -2, 37
CCCCNC(=O)CCCCCNS(=O)(=O)c1ccc(OC)cc1
    1, 2
O=C(c1ccccc1)N1CCN(CC(O)COCC2CC=CCC2)CC1 (stereo not drawn)
    0, 5
CCN(CC)C(=O)c1cn(CC)c(=O)c2cc(OC)c(OC)cc12
    2, 13
C=CCOc1c(CNc2nccs2)cccc1OCC
    3, 1
CCc1cc2c(N3CCN(c4ccccc4)CC3)ncnc2s1
    4, -8
O=C(NCc1ccco1)C(Cc1ccccc1)N1C(=O)c2ccccc2C1=O (stereo not drawn)
    2, -1
CCC(C)NCC(=O)Nc1ccc(-c2nc3cc(NC(=O)CNC(C)CC)ccc3o2)cc1 (stereo not drawn)
    -12, 9
COc1cc(NC(=O)c2noc3c2CCC3)c(OC)cc1Cl
    0, -6
CCn1c(COc2ccccc2)nc2ccccc21
    -5, 6
Cc1ccc(S(=O)(=O)/N=S(\C)C(C)C)cc1 (stereo not drawn)
    -5, 17
COc1ccc(S(=O)(=O)N2CCC(C(=O)NCCc3ccccc3)CC2)cc1OC
    -15, 5
Cc1ccc2[nH]c(=O)c(NC(N)=S)nc2c1
    6, 6
O=C(NC1=NC2CCCCC2N1)c1ccccc1 (stereo not drawn)
    -2, 12
COc1ccc(-c2nnc(SCc3ncc(-c4ccccc4)o3)o2)cc1
    -7, 12
Cc1ccnc(NS(=O)(=O)c2ccc(NC(=O)C3CCCCC3)cc2)n1
    3, 0
O=S(=O)([N-]c1nc2ccccc2nc1-[n+]1ccccc1)c1ccc(Cl)cc1
    1, -4
CCNc1nc(NC(C)C)nc(Nn2cnnc2)n1
    -2, 33
O=C(O)c1sccc1SCc1ccc(Cl)c(Cl)c1
    -2, 2
O=C(CSc1nnc(-c2ccco2)n1-c1ccccc1)N1CCOCC1
    -16, 1
COc1ccc(CN2CCN(C(=O)c3ccco3)CC2)cc1OCc1ccccc1
    0, -11
Oc1cccc2ccc(/C=C/c3cccs3)nc12
    16, -18
CC(=O)/C(=N\Nc1ccc(C)cc1)N1CCOCC1
    -4, 8
CC(C)CCNc1nc2c(c(=O)[nH]c(=O)n2C)n1CC(O)COC(C)C (stereo not drawn)
    -5, 6

# An excerpt, so the mix of outcomes need not match the whole.
